Source: PubChem BioAssay
NALP1 yeast inh – blocks the NALP1 inflammasome reconstituted in yeast; hit rate 0.61% among 280,000; S. cerevisiae NALP1/ASC/caspase-1 growth, X-gal OD620, 72 h; inhibition, % at 10 µM; in the data active = inhibition mostly above about 24%, no sharp cut-off; inactive = mostly below about 32%; note: some compounds called inactive have numbers as strong as hits
MEKK2wt PB1 HTS – raises or lowers MEK5 binding to wildtype human MEKK2 PB1 domain; bead flow cytometry, Alexa488-MEK5 binding to MEKK2 WT; actives lie on both sides; binding response (% of control), % at 10 µM; hit rate 1.1% among 290,000; AID 1531; in the data active = binding response below about 67% or above about 130%
GPR7 antagonist – antagonists of human GPR7 (neuropeptides B/W receptor 1); GPR7-expressing cells, fluorescence antagonist assay; hit rate 1.1% among 290,000; inhibition, % at 4.4 µM; P48145; in the data active = inhibition above about 16%, passing the limit was not always enough;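 note: cells stimulated with the agonist NPW; 0% = agonist with vehicle and 100% = vehicle without agonist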
Target sequence (P48145 whole entry, looked up): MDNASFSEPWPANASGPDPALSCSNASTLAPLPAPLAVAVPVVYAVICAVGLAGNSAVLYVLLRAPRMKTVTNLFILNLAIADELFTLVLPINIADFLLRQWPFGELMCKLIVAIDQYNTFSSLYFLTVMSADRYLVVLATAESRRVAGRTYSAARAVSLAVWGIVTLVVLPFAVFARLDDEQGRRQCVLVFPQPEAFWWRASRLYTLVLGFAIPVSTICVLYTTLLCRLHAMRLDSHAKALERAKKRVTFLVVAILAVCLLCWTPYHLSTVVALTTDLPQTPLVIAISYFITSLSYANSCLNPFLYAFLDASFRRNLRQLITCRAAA
MEKK2mut PB1 HTS – signal of MEK5 binding to mutant human MEKK2 PB1 domain; bead flow cytometry, Alexa488-MEK5 binding to MEKK2 mutant; percent response, % at 10 µM; hit rate 0.35% among 290,000; in the data active = percent response above about 24%, passing the limit was not always enough; note: inactives centre near 1; some results filed as inactive read as strong as hits; reference of the scale not given here
MEKK3 PB1 HTS – raises or lowers MEK5 binding to the human MEKK3 PB1 domain; Q99759; bead-based flow cytometry, Alexa488-MEK5 binding to MEKK3; actives lie on both sides; 0 = blocked by unlabeled MEK5, 100 = vehicle; binding response (% of control), % at 10 µM; hit rate 1.4% among 290,000; AID 1529;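 active = binding response more than 3 SD above or below the average of its plate-row segment, actives on both sides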;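 note: Alexa488 bead fluorescence after subtracting the streptavidin-only scavenger bead signal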
OXTR agonist – activates the human oxytocin receptor | P30559 | CHO-OTR cells, Fluo-8 calcium fluorescence; normalized: DMSO 0%, oxytocin 100% | activation, % at 3 µM | hit rate 0.32% among 320,000;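 active = activation above the mean of all tested compounds plus 3 SD, cutoff set per screening run, cut at about 20% in these data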;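 note: peak over basal fluorescence ratio from a 100 s FLIPR kinetic read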
Target sequence (P30559 whole entry, looked up): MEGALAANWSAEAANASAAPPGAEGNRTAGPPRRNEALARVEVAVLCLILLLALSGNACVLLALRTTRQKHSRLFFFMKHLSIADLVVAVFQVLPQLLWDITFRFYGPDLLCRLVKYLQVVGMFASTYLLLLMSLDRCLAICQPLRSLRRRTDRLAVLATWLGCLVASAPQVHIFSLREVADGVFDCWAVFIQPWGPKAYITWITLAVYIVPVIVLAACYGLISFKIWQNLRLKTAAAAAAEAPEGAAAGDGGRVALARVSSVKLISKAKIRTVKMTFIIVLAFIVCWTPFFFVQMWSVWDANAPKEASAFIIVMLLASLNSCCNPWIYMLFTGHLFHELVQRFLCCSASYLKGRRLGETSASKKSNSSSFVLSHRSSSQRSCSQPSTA
GalR3 antag – antagonists of human GalR3; inhibition, % at 3 µM; hit rate 0.44% among 360,000; HEK293 GalR3-CNG cAMP membrane potential fluorescence; galR3 body fused to GalR1 C-terminus; O60755; AID 651719;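 active = inhibition above the screen-wide average plus 3 SD, cut at about 13% in these data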;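 note: forskolin and galanin both at EC90 stimulate the cells; cAMP rise reported by CNG channel membrane potential dye signal; 0% = forskolin plus galanin with DMSO and 100% = forskolin alone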
V1R ag counter – activates human V1a receptor in oxytocin agonist counter-screen; P37288; activation, % at 3 µM; CHO-V1R cells, Fluo-8 calcium fluorescence, agonist mode; 0% DMSO, 100% 3 nM vasopressin; hit rate 0.25% among 320,000;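 active = activation above the mean activation of all tested compounds plus 3 SD, per screening run, cut at about 20% in these data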;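 note: signal is peak over basal fluorescence ratio across a 100 second FLIPR read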
PHOSPHO1 inh – inhibitors of human PHOSPHO1 phosphatase; recombinant PHOSPHO1, absorbance phosphatase assay; inhibition, % at 13.3 µM; Q8TCT1; hit rate 1.1% among 290,000; in the data active = inhibition above about 60%
Target sequence (Q8TCT1 whole entry, looked up): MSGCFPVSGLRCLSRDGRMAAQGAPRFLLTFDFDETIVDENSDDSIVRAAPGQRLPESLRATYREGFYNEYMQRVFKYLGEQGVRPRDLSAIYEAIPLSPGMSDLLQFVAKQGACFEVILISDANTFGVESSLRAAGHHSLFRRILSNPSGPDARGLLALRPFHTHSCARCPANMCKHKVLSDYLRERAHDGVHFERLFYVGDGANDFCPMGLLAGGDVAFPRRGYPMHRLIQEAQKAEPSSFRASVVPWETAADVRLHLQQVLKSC
* = called active by the depositor; . = no result given; [ ] = dose if it differs, or a comment.

Start of the listing, in advance:
SMILES	NALP1 yeast inh	MEKK2wt PB1 HTS	GPR7 antagonist	MEKK2mut PB1 HTS	MEKK3 PB1 HTS	OXTR agonist	GalR3 antag	V1R ag counter	PHOSPHO1 inh
FC(F)(F)c1cc(-c2ccccn2)nc2cc(-c3ccccc3)nn12	24	71	6	-31	62	0.2	-2	0.2	-1
O=C(c1ccccc1)N(Cc1cccs1)C1CCS(=O)(=O)C1 (configuration not stated)	2	99	-1	2	100	-0.4	-2	-0.2	7
O=C1c2cccc3cccc(c23)C(=O)N1OS(=O)(=O)c1ccccc1	30	100	-17	14	104	-1.5	-4	0.6	-14
CSCC(=O)N1CCCC(C(=O)c2cc(F)ccc2F)C1 (configuration not stated)	7	95	-6	0	99	-0.4	-3	0.0	44
C(=N\Nc1nn2cnnc2c2ccccc12)/c1ccco1	4	99	-1	-2	100	-1.7	-4	-1.4	1
Cc1cc(NC(=O)CCCC(=O)O)nc(C)n1	-1	96	-15	1	98	0.0	4	0.6	4
CN(CC1CCOCC1)C(=O)CC1C(=O)NCCN1Cc1cccc(C(F)(F)F)c1 (configuration not stated)	6	110	2	6	104	.	-8	.	-21
COc1ccccc1NC(=O)NC(N)=O	-5	110	-13	2	109	1.0	0	-0.2	14
CC(C)C[C@H](NC(=O)c1nc[nH]c1C(=O)NCCCCCNC(=O)OC(C)(C)C)C(=O)OC(C)(C)C	2	98	-20	-2	93	-2.6	-6	-1.1	14
COc1ccc(CNC(=S)Nc2ccc3nc(N4CCOCC4)cc(C)c3c2)cc1	-6	108	-12	10	104	2.2	0	1.4	-15
Cc1cccc2nc(CSc3nnnn3-c3ccccc3)cn12	-9	98	5	-3	98	-1.0	-2	2.2	15
CC(C)Oc1ccc(S(=O)(=O)N2CCOCC2)cc1NC(=O)CN1C(=O)NC2(CCCC2)C1=O	-1	109	-10	7	103	-0.7	-2	-0.7	-10
COc1cc2c(cc1OC)C(c1cccc(Br)c1)CC(=O)N2 (configuration not stated)	5	104	-13	0	101	.	-4	.	44
CCCCN(C)S(=O)(=O)c1cc(Br)cc2c1N(C(=O)C1CC1)CC2	-3	109	-6	3	110	-1.0	.	-0.7	10
O=C(Nc1ccccc1N1CCN(C(=O)c2ccc(Cl)cc2)CC1)c1cccc(F)c1	25	102	-9	3	99	0.2	-1	0.6	51
COc1ccc(-c2c(C)c3cc(O)ccc3oc2=O)cc1OC	12	99	25*	-6	100	-1.0	-6	0.8	42

The list itself, from the first entry:
SMILES	NALP1 yeast inh	MEKK2wt PB1 HTS	GPR7 antagonist	MEKK2mut PB1 HTS	MEKK3 PB1 HTS	OXTR agonist	GalR3 antag	V1R ag counter	PHOSPHO1 inh
FC(F)(F)c1cc(-c2ccccn2)nc2cc(-c3ccccc3)nn12	24	71	6	-31	62	0.2	-2	0.2	-1
O=C(c1ccccc1)N(Cc1cccs1)C1CCS(=O)(=O)C1 (configuration not stated)	2	99	-1	2	100	-0.4	-2	-0.2	7
O=C1c2cccc3cccc(c23)C(=O)N1OS(=O)(=O)c1ccccc1	30	100	-17	14	104	-1.5	-4	0.6	-14
CSCC(=O)N1CCCC(C(=O)c2cc(F)ccc2F)C1 (configuration not stated)	7	95	-6	0	99	-0.4	-3	0.0	44
C(=N\Nc1nn2cnnc2c2ccccc12)/c1ccco1	4	99	-1	-2	100	-1.7	-4	-1.4	1
Cc1cc(NC(=O)CCCC(=O)O)nc(C)n1	-1	96	-15	1	98	0.0	4	0.6	4
CN(CC1CCOCC1)C(=O)CC1C(=O)NCCN1Cc1cccc(C(F)(F)F)c1 (configuration not stated)	6	110	2	6	104	.	-8	.	-21
COc1ccccc1NC(=O)NC(N)=O	-5	110	-13	2	109	1.0	0	-0.2	14
CC(C)C[C@H](NC(=O)c1nc[nH]c1C(=O)NCCCCCNC(=O)OC(C)(C)C)C(=O)OC(C)(C)C	2	98	-20	-2	93	-2.6	-6	-1.1	14
COc1ccc(CNC(=S)Nc2ccc3nc(N4CCOCC4)cc(C)c3c2)cc1	-6	108	-12	10	104	2.2	0	1.4	-15
Cc1cccc2nc(CSc3nnnn3-c3ccccc3)cn12	-9	98	5	-3	98	-1.0	-2	2.2	15
CC(C)Oc1ccc(S(=O)(=O)N2CCOCC2)cc1NC(=O)CN1C(=O)NC2(CCCC2)C1=O	-1	109	-10	7	103	-0.7	-2	-0.7	-10
COc1cc2c(cc1OC)C(c1cccc(Br)c1)CC(=O)N2 (configuration not stated)	5	104	-13	0	101	.	-4	.	44
CCCCN(C)S(=O)(=O)c1cc(Br)cc2c1N(C(=O)C1CC1)CC2	-3	109	-6	3	110	-1.0	.	-0.7	10
O=C(Nc1ccccc1N1CCN(C(=O)c2ccc(Cl)cc2)CC1)c1cccc(F)c1	25	102	-9	3	99	0.2	-1	0.6	51
COc1ccc(-c2c(C)c3cc(O)ccc3oc2=O)cc1OC	12	99	25*	-6	100	-1.0	-6	0.8	42
CC(C(=O)O)c1n[nH]c(=O)c2ccccc12 (configuration not stated)	-4	103	-6	-3	101	1.4	-4	0.6	1
COc1ccc(/C=C/C(=O)N2CCN(S(=O)(=O)c3ccccc3)CC2)cc1OC	3	89	-3	-3	98	0.0	-5	0.5	39
COc1ccc(C2(C)NC(=O)N(CC(=O)NC3(C#N)CCCCC3)C2=O)cc1 (configuration not stated)	3	102	-10	6	100	0.7	0	-0.1	9
COc1ccc(S(=O)(=O)N2CCOCC2)cc1NC(=O)CSc1nnc2c(n1)[nH]c1ccccc12	.	110	-12	14	107	-1.8	-5	-0.1	30
COc1ccc(Oc2coc3cc(OC(=O)/C=C/c4ccc(F)cc4)ccc3c2=O)cc1	30	104	-7	11	99	2.0	1	2.5	-29
CCCn1cc(CN2CCC(n3nccc3NC(=O)C(OC)c3ccccc3)CC2)c(C)n1 (configuration not stated)	30	100	-16	-1	102	0.1	-8	-0.2	-1
CN1CCN(c2oc(/C=C/c3ccccc3)nc2C#N)CC1	.	99	-15	0	104	0.7	-2	0.0	-6
NC(=O)CC(NC(=O)Cc1cccc2ccccc12)c1ccc(NCc2ccc(F)cc2)c([N+](=O)[O-])c1 (configuration not stated)	.	104	.	1	92	-0.8	-2	1.1	20
COc1c2ccoc2nc2c(OC)c(OCC(O)C(C)(C)O)ccc12 (configuration not stated)	6	102	-7	-1	101	0.1	5	0.3	3
The listing continues:
SMILES	NALP1 yeast inh	MEKK2wt PB1 HTS	GPR7 antagonist	MEKK2mut PB1 HTS	MEKK3 PB1 HTS	OXTR agonist	GalR3 antag	V1R ag counter	PHOSPHO1 inh
O=C(O)c1ccccc1CSc1nnc2c(n1)[nH]c1ccccc12	11	102	-5	0	102	-0.8	-5	0.5	-58
C=CCN1C=CC(=O)CC1	16	109	.	3	104	1.4	-2	0.8	22
COc1cc(-c2cc(=O)c3c(O)cc(O)cc3o2)ccc1O	-13	114	-4	11	108	1.1	.	1.1	32
Cc1cccc(N=Nc2c(N)n[nH]c2N)c1	-3	106	9	4	105	1.0	-9	-0.3	29
COc1cccc(NC(=O)C(C)N2C(=O)c3ccccc3C2=O)c1 (configuration not stated)	-1	99	-2	1	100	0.0	-10	-0.3	34
CC(=O)Nc1ccccc1-c1nc2ccccc2nc1OCC(=O)c1ccc(Cl)cc1	31	98	-1	25	101	-1.0	-9	0.3	-21
O=C(Cc1ccc(Cl)cc1)N/N=C/c1c(Cl)cccc1Cl	-19	97	0	-2	97	-0.1	-2	0.5	-17
CCCc1cc(Nc2ccc(C)cc2)n2ncnc2n1	-5	100	-25	-1	98	.	-9	.	-6
CN(C)C(=O)c1ccc(-n2cccn2)nc1	10	90	-6	-1	82	-0.8	-4	1.3	49
COc1ccc(C(=O)NCC(=O)N/N=C/c2c(C)[nH]c3ccccc23)cc1	11	98	9	-4	99	-0.6	-6	-0.3	2
O=C(O)CCN1C(=O)c2ccncc2C1=O	-2	75	-4	-10	74	0.8	-5	-0.2	-33
O=C1CSc2ccc(S(=O)(=O)NCc3ccccc3Cl)cc2N1	25	104	-22	-1	107	1.2	-5	0.4	28
Cn1c(SCc2nc3ccccc3c(=O)[nH]2)nc2ccccc21	8	102	-9	-2	103	-1.2	2	-1.0	5
CCOC(=O)C1(Cc2cccc(F)c2)CCN(C(=O)Cn2cnnn2)CC1	23	100	-3	0	102	0.1	12	0.7	28
COc1ccc(CCNC(=O)COc2ccc3c(C)cc(=O)oc3c2)cc1OC	-8	100	0	2	102	0.6	-9	2.6	40
Oc1ccc2ccccc2c1/C=N/Nc1ccccc1	36	107	-4	6	100	-1.4	0	1.9	0
Cc1ccc(S(=O)(=O)Nc2ccc3c(c2)CCC3)cc1	26	106	-16	23	101	-2.4	-12	18	7
CSc1ccc(/C=C(\NC(=O)c2ccccc2)C(=O)NCCN2CCOCC2)cc1	17	104	-6	2	101	0.7	-6	0.8	27
C(=C\c1ccccc1)/CNCC1CCCO1 (configuration not stated)	-1	105	-12	4	102	2.2	1	0.3	28
O=C(COC(=O)c1ccccc1)NCc1ccco1	-6	113	-6	9	112	-1.2	-1	-1.0	3
O=C(N/N=C/c1ccco1)c1cccc(NC(=O)c2cccc(Cl)c2)c1	4	98	-15	7	101	0.2	-6	2.7	28
COc1ccccc1C1CC(=O)Nc2cc(C)c(C)cc21 (configuration not stated)	-3	100	1	4	100	0.3	-13	1.7	-34
CN=CC1=C(O)C(C(=O)OC)C(C)(C)CC1=O (configuration not stated)	-9	93	-10	-9	93	0.4	-4	-0.4	2
COc1ccc(N(CC(=O)N2CCc3ccccc32)S(=O)(=O)c2c(C)n[nH]c2C)cc1	4	104	0	4	107	-1.5	-3	-1.0	10
CC1(C)CC(=O)C(C2C3=C(CC(C)(C)CC3=O)Oc3ccccc32)C(=O)C1 (configuration not stated)	21	84	-16	-29	78	-0.9	-3	-0.9	33
Next records follow.
SMILES	NALP1 yeast inh	MEKK2wt PB1 HTS	GPR7 antagonist	MEKK2mut PB1 HTS	MEKK3 PB1 HTS	OXTR agonist	GalR3 antag	V1R ag counter	PHOSPHO1 inh
COc1ccc(Cl)cc1NC(=O)NC(C)C	1	54	3	-13	47*[inhibitor]	-0.2	-7	0.2	29
O=C(NCCN1CCN(c2ccccc2)CC1)c1cccc(Br)c1	14	99	-1	2	94	4.6	-4	4.0	-56
Fc1ccc(CSc2nc3ccccc3[nH]2)cc1	2	91	0	-1	87	2.3	-2	4.9	-4
O=C(c1ccccc1)N1CCC(=O)N(C(CO)Cc2ccccc2)CC1 (configuration not stated)	.	105	.	3	105	-0.3	-7	0.3	.
N#C/C(=C\c1c[nH]c2ccccc12)C(N)=O	7	65	14	-34	76	0.3	-11	1.2	0
Cc1c(Nc2cc(N3CCOCC3)c3nonc3c2[N+](=O)[O-])c(=O)n(-c2ccccc2)n1C	-5	95	2	-1	96	2.6	.	1.0	32
COC(=O)Cc1n[nH]c(=O)c2ccccc12	8	108	8	7	111	0.6	-6	0.6	13
C=CCn1c(Cc2ccc(OCC)cc2)nnc1SCC(N)=O	12	88	15	0	87	0.5	1	2.6	41
O=C(NCc1ccco1)c1cccc(N2CCCC2=O)c1	18	96	-17	1	100	0.1	-1	-0.7	-14
O=C(NCc1ccccc1F)C1CCCN1S(=O)(=O)c1ccc(F)cc1 (configuration not stated)	1	95	5	-2	93	-0.2	-7	0.4	3
COc1ccc(C=O)c2[nH]c3c(Cl)ncnc3c12	-7	99	-24	0	100	.	14*	.	23
O=S(=O)(Nc1nc2ccccc2nc1Nc1ccc2c(c1)OCO2)c1ccccc1	28	74	5	-31	85	1.0	-10	0.0	3
CC(=O)Nc1c(C)ccc(CNC(=O)COc2ccc(F)cc2)c1C	15	107	-24	4	105	-0.4	-1	0.3	32
